Screens (PubChem BioAssay)
APOBEC3A inh – inhibitors of human APOBEC3A DNA deaminase. inhibition, % at 20 µM. P31941. recombinant A3A, FAM/TAMRA ssDNA deamination fluorescence. 0.41% of 330,000 active;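 active means at least 40% inhibition at 20 µM here, with at most 30% in a related deaminase screen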;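 further: plate controls were A3A with DMSO for no effect and wells lacking A3A enzyme for full effect; some results filed as inactive read as strong as hits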
Target sequence (P31941 whole entry, looked up): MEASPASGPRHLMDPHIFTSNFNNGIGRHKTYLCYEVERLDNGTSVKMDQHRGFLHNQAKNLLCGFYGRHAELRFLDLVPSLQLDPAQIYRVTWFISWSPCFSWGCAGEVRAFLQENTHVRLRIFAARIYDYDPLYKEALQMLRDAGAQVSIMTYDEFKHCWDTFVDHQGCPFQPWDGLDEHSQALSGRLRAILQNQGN
hIAP block – human IAP inhibition; purified IAP, CDP-Star luminescence, 30 min; 0.12% of 330,000 active; inhibition, % at 10 µM;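 active means inhibition reaching a set limit with compound at 10 µM in the primary screen, cut at about 35% in these data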;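 further: plate controls were DMSO wells with enzyme for no effect and no-enzyme buffer wells for full effect; values of inactives mirror those of a sister screen read the other way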
Target sequence (P09923 whole entry, looked up): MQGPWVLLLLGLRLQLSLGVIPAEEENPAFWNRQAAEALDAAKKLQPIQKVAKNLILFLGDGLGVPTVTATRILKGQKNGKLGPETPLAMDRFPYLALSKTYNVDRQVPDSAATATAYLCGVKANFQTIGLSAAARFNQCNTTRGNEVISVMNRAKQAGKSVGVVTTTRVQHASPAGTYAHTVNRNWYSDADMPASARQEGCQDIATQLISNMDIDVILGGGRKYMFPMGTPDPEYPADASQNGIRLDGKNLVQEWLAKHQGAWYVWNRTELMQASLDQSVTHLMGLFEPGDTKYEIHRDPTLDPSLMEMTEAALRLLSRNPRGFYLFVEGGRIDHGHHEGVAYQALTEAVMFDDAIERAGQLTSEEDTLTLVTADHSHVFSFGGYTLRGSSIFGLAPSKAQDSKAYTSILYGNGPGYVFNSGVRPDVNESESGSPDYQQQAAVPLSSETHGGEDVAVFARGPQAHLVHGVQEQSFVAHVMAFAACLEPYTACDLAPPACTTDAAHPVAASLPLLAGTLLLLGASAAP
NLRP3 yeast inh – NALP3 inhibition in yeast. inhibition, % at 10 µM. 0.39% of 330,000 active. AID 2825. Yeast reconstituted NLRP3/ASC/caspase-1, beta-gal luminescence, 24 h;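 active means inhibition of 50% or more; inactive means inhibition below 50%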;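 further: plate controls were induced DMSO wells for no effect and uninduced yeast grown without galactose for full effect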
tim10-1 inh – tim10-1 yeast growth inhibition; S. cerevisiae tim10-1 ts strain growth, BacTiter-Glo, 24 h; AID 463190; 2.2% of 330,000 active; inhibition, % at 20 µM;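 active means inhibition of at least 40%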;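 further: mutant grown at 25 °C; 0% = DMSO wells with yeast and 100% = wells holding no yeast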
A3G deaminase – inhibitors of human APOBEC3G DNA deaminase; AID 493012; 0.28% of 330,000 active; Q9HC16; recombinant A3G, ssDNA deamination FAM/TAMRA fluorescence; inhibition, % at 20 µM;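 active means inhibition of at least 40% at 20 µM, with no more than 30% in the related APOBEC3A deaminase screen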;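 further: plate controls were DMSO wells with A3G for no effect and wells lacking A3G enzyme for full effect; some compounds called inactive have numbers as strong as hits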
mIAP activ – increases mouse intestinal alkaline phosphatase activity. AID 2805. 0.24% of 330,000 active. muIAP, CDP-Star luminescence, 30 min; stronger effect = higher value; 1 = vehicle-only enzyme signal, 0 = enzyme-free wells. activation factor at 10 µM;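 active means activation factor of at least 2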; further: the source names both 10 and 20 µM as test concentration; values of inactives mirror those of a sister screen read the other way
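Assay system: mouse IAP enzyme / Compound: DMSO-dissolved test compounds / Timing: 30 min, room temperature / Measured by: luminescence from enzymatic CDP-Star hydrolysis / Control set: DMSO-only wells, enzyme-free buffer wells as negative control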
TIM10 inh – TIM10 yeast growth inhibition. S. cerevisiae TIM10 strain growth, BacTiter-Glo luminescence, 24 h. inhibition, % at 10 µM. 1.4% of 330,000 active;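 active means inhibition of 40% or more at the single tested concentration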;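 further: wild-type TIM10 isogenic control strain grown at permissive 25 °C; 0% = DMSO yeast wells and 100% = minimal medium wells without yeast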
mIAP inh – mouse IAP inhibition | 0.2% of 330,000 active | inhibition, % at 10 µM | AID 2806 | purified mouse IAP, CDP-Star luminescence, 30 min;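 active means inhibition of at least 40% at 10 µM in the primary screen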;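 further: plate controls were DMSO with enzyme for no effect and no enzyme wells for full effect; values of inactives mirror those of a sister screen read the other way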
MIN6 prolif – MIN6 beta-cell proliferation induction; MIN6 cells proliferation, ATPlite luminescence, 48 h; cells starved in 0.2% serum; 100% = growth in 10% serum; proliferation, % at 10 µM; 0.29% of 330,000 active; AID 2380;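 active means compounds whose signal lies at least 3.5 SD above the mean of all wells on their plate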;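 further: 0% = DMSO-treated cells in low-serum medium and 100% = 10% serum control; some compounds called inactive have numbers as strong as hits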
Active calls of the source: *.

SMILES	APOBEC3A inh	hIAP block	NLRP3 yeast inh	tim10-1 inh	A3G deaminase	mIAP activ	TIM10 inh	mIAP inh	MIN6 prolif
CCC(NC(=S)NC1CCCCC1)c1ccccc1 (stereo not given)	-4	-8	11	38	-8	1.3	23	-27	-6
CCOC(CCn1c(SCc2cccc([N+](=O)[O-])c2)nc2ccccc2c1=O)OCC	-2	4	-4	-7	-7	0.82	4	18	-3
CCNC(=O)NC(=O)COC(=O)CCCSc1nc2ccccc2[nH]1	-1	24	-1	8	-5	0.99	1	1	-2
Cc1cc(NC(=O)CSc2nc(CC(C)(C)C)nc3c2c(=O)n(C)c(=O)n3C)no1	-2	16	5	9	-9	0.97	4	3	2
COc1ccc(/C=C/C(=O)Nc2cc(C(F)(F)F)ccc2Cl)cc1	2	-2	19	6	0	1.1	4	-6	-1
O=C1OC(/C(=C\Nc2ccccc2)[N+](=O)[O-])c2ccccc21 (stereo not given)	-2	0	7	-1	-4	0.98	-11	2	2
Cc1ccc(S(=O)(=O)N(C)c2ccc(C(=O)NCC(c3ccco3)N(C)C)cc2)cc1 (stereo not given)	0	3	-7	1	0	0.93	-1	7	0
CC(C)NC(=O)c1onc(CSc2ccccc2F)c1C(=O)O	2	-1	-3	3	-5	1	8	-5	-2
N/C(=N/O)c1nc(N2CCCC2)nc(N2CCCC2)n1	-1	-2	7	-5	-7	1.1	-6	-6	-1
CCCCc1nnc(NC(=O)CSc2nc(=O)cc(N)n2-c2cccc(C)c2)s1	-1	-5	17	18	-4	0.98	-1	2	-3
Cc1ccc(S(=O)(=O)/N=C(\N)Nc2nc(C)c3ccccc3n2)cc1	-7	20	7	45*	-4	1	7	-2	-2
COC(=O)C1CN(C(=O)C(C)Oc2ccc(F)cc2)c2ccccc2O1 (stereo not given)	1	-4	5	14	-4	0.91	3	9	-2

Single records, as listed above. Screens in order: APOBEC3A inh, hIAP block, NLRP3 yeast inh, tim10-1 inh, A3G deaminase, mIAP activ, TIM10 inh, mIAP inh, MIN6 prolif
O=C1OC(/C(=C\Nc2ccccc2)[N+](=O)[O-])c2ccccc21 (stereo not given) is listed as -2, 0, 7, -1, -4, 0.98, -11, 2, 2
CCCCc1nnc(NC(=O)CSc2nc(=O)cc(N)n2-c2cccc(C)c2)s1 is listed as -1, -5, 17, 18, -4, 0.98, -1, 2, -3

Carrying on.
SMILES	APOBEC3A inh	hIAP block	NLRP3 yeast inh	tim10-1 inh	A3G deaminase	mIAP activ	TIM10 inh	mIAP inh	MIN6 prolif
c1ccc(-c2cc3c(N4CCN(c5ncccn5)CC4)ncnc3s2)cc1	1	10	2	15	-3	0.98	14	2	-1
CCCn1nc(C(=O)Nc2nc3ccccc3[nH]2)c2ccccc2c1=O	-2	-26	5	30	-5	0.9	12	10	2
O=[N+]([O-])c1ccc(Sc2nnnn2-c2ccccc2)c(Cl)c1	1	9	6	29	-6	0.9	-5	10	-6
O=C(O)c1ccc(OC(F)(F)C(F)C(F)(F)F)cc1 (stereo not given)	4	-1	27	15	0	1.1	-5	-8	2
COc1ccc(N2CCN(C(c3cc4cc(C)ccc4[nH]c3=O)c3nnnn3Cc3ccccc3)CC2)cc1 (stereo not given)	1	-67	-2	14	-2	0.89	12	11	-5
Cc1cc2cc(CN(C(=O)C3CC3)C3CCCC3)c3nnnn3c2cc1C	-4	-1	10	15	-3	1	31	-2	-3
O=C(NCc1ccccn1)[C@@H]1C[C@H]1[C@@H](NP(=O)(c1ccccc1)c1ccccc1)c1ccccc1	2	-15	-7	3	3	1	7	-2	-4
Cc1ccc(NS(=O)(=O)c2ccc(NS(=O)(=O)c3cccs3)cc2)cc1	-6	-3	13	13	-8	0.95	13	5	-1
CCc1ccccc1NC(=O)C1CCN(C(=O)c2cccs2)CC1	-2	3	19	-5	0	0.93	-7	7	-1
CCCS(=O)(=O)N1CCN(C(=O)COc2ccc(-c3ccccc3)cc2)CC1	-2	1	9	19	-1	1	14	-1	-4
O=S(=O)(N/N=C/c1ccc2c(c1)OCCO2)c1ccc(Cl)cc1	-2	-6	0	13	-4	0.96	16	4	-2
Cc1ccc(-n2nnc(-c3cccnc3Cl)n2)cc1	-2	13	19	-1	-6	0.95	-4	5	-3
CC(=O)OCN(C#N)c1nc(N(C)C)nc(N(C)C)n1	-1	-2	4	18	1	1.1	-2	-6	-4
O=C(CN1C(=O)NC2NC(=O)NC21)NN=C1CCCC1 (stereo not given)	2	-18	9	13	5	1	6	0	0
Cc1ccccc1OCC(=O)Nc1ccccc1CO	-3	-23	22	12	-6	0.99	-2	1	0
COc1cc(C(C#N)N2CCCCC2)ccc1O (stereo not given)	-4	-40	-3	4	-8	1	-2	-2	-2

Another view of part of the listing above:
Sequence of screens – APOBEC3A inh, hIAP block, NLRP3 yeast inh, tim10-1 inh, A3G deaminase, mIAP activ, TIM10 inh, mIAP inh, MIN6 prolif
- O=C(O)c1ccc(OC(F)(F)C(F)C(F)(F)F)cc1 (stereo not given)
  4, -1, 27, 15, 0, 1.1, -5, -8, 2
- COc1ccc(N2CCN(C(c3cc4cc(C)ccc4[nH]c3=O)c3nnnn3Cc3ccccc3)CC2)cc1 (stereo not given)
  1, -67, -2, 14, -2, 0.89, 12, 11, -5
- Cc1cc2cc(CN(C(=O)C3CC3)C3CCCC3)c3nnnn3c2cc1C
  -4, -1, 10, 15, -3, 1, 31, -2, -3
- O=C(NCc1ccccn1)[C@@H]1C[C@H]1[C@@H](NP(=O)(c1ccccc1)c1ccccc1)c1ccccc1
  2, -15, -7, 3, 3, 1, 7, -2, -4
- Cc1ccc(NS(=O)(=O)c2ccc(NS(=O)(=O)c3cccs3)cc2)cc1
  -6, -3, 13, 13, -8, 0.95, 13, 5, -1
- CCc1ccccc1NC(=O)C1CCN(C(=O)c2cccs2)CC1
  -2, 3, 19, -5, 0, 0.93, -7, 7, -1
- CCCS(=O)(=O)N1CCN(C(=O)COc2ccc(-c3ccccc3)cc2)CC1
  -2, 1, 9, 19, -1, 1, 14, -1, -4
- O=S(=O)(N/N=C/c1ccc2c(c1)OCCO2)c1ccc(Cl)cc1
  -2, -6, 0, 13, -4, 0.96, 16, 4, -2
- Cc1ccc(-n2nnc(-c3cccnc3Cl)n2)cc1
  -2, 13, 19, -1, -6, 0.95, -4, 5, -3
- CC(=O)OCN(C#N)c1nc(N(C)C)nc(N(C)C)n1
  -1, -2, 4, 18, 1, 1.1, -2, -6, -4
- O=C(CN1C(=O)NC2NC(=O)NC21)NN=C1CCCC1 (stereo not given)
  2, -18, 9, 13, 5, 1, 6, 0, 0
- Cc1ccccc1OCC(=O)Nc1ccccc1CO
  -3, -23, 22, 12, -6, 0.99, -2, 1, 0
- COc1cc(C(C#N)N2CCCCC2)ccc1O (stereo not given)
  -4, -40, -3, 4, -8, 1, -2, -2, -2
